Growth percent in the NCI-60 one-dose screen (48 h, 10 µM unless noted): 100 = growth as untreated, 0 = no growth, -100 = all killed.
OVCAR-4: OVCAR-4 ovarian cancer cells; 80,000 compounds, 3.7% hits; AID 1794784
SF-295: SF-295 CNS cancer cells; AID 1794758; 79,000 compounds, 5.6% hits
U251: U251 CNS tumor cells. AID 1794753. 80,000 compounds, 5.4% hits
SK-OV-3: SK-OV-3 ovarian cancer cells; 80,000 compounds, 3.2% hits; AID 1794785
OVCAR-8: OVCAR-8 ovarian cancer; 81,000 compounds, 4.4% hits
DU-145: DU-145 prostate cancer. 81,000 compounds, 4.2% hits. AID 1794760
OVCAR-5: OVCAR-5 ovarian cancer. 82,000 compounds, 2.9% hits. AID 1794783
PC-3: PC-3 prostate cancer cells; 80,000 compounds, 3.9% hits
OVCAR-3: OVCAR-3 ovarian cancer. 79,000 compounds, 7% hits
The depositor's hits bear a star; · = not tested or not shown; & = joins results of further samples; [ ] = remark or other dose. Rule for the calls: active = growth percent below 10; inactive = the rest.

#	Compound	OVCAR-8	OVCAR-5	OVCAR-4	SF-295	U251	DU-145	PC-3	OVCAR-3	SK-OV-3
1	CCOC(=O)c1cc(CC)sc1N	103	98	107	101	104	110	100	102	102
2	C[C@]1(Cn2ccnn2)C(C(=O)O)N2C(=O)CC2S1(=O)=O (stereo not given in full)	103	102	110	95	104	120	97	114	115
3	CN1C(=O)c2c3c(cc4cccc1c24)C(C)(C)NC3=O	96	82	106	107	97	110	93	113	92
4	O=S(=O)(c1ccccc1)c1no[n+]([O-])c1-c1ccncc1	107	102	95	97	101	110	·	107	108
5	CS(=O)(=O)Nc1cccc(NS(C)(=O)=O)c1	105	113	102	104	91	111	100	108	96
6	COc1ccc(-c2nc(N/N=C/c3ccco3)nc(N3CCOCC3)c2C#N)cc1	89	90	78	90	92	93	60	70	65
7	O=C(/C=C/c1coc(-c2ccc(F)cc2)n1)c1ccc(F)cc1	94	95	97	97	89	115	92	106	·
8	Nc1ccc2c(c1Br)Cc1ccccc1-2	99	95	99	92	94	106	83	99	95
9	O=C1c2ccccc2C(=O)c2c(N=Nc3sc(=S)[nH]c3O)cccc21	99	102	107	105	103	109	82	103	101
10	CC1=C(C(=O)Nc2cccc(C(F)(F)F)c2)C(c2ccc(F)cc2)C2=C(CC(C)(C)CC2=O)N1 (stereo not given)	81	79	50	·	70	94	52	78	98
11	CCCCCC/C=N/Nc1ccc([N+](=O)[O-])cn1	110	100	118	95	110	103	93	103	81
12	CC(=O)c1sc(Nc2ccc(S(=O)(=O)Nc3nc(C)cc(C)n3)cc2)nc1C	108	115	114	104	101	111	97	120	109
13	NS(=O)(=O)c1ccc(NC(=O)N2CCN(Cc3ccc(Cl)cc3)CC2)cc1	117	113	90	98	109	108	88	103	100
14	CC(=O)c1cc(C(=O)N2c3ccccc3Sc3ccccc32)n2c(C)cccc12	98	88	80	92	96	101	60	112	81
15	O=C(CCc1nnc2sc(COc3ccccc3)nn12)c1nc2ccccc2[nH]1	101	110	96	107	107	·	92	93	102
16	Cn1c2ccccc2c2nnc(NCCCCO)nc21	100	87	95	113	103	103	100	89	86
17	CN(C)S(=O)(=O)c1cccc(C(=O)Nc2nc(-c3ccc(F)c(F)c3)cs2)c1	49	86	37	49	55	71	39	71	108
18	COc1cccc(C2=C(Br)C(=O)c3nc(C)ccc3C2=O)c1	37	88	13	45	31	48	57	50	·
19	O=C1CSC(c2cn(-c3ccccc3)nc2-c2ccc([N+](=O)[O-])cc2)N1c1ccccc1 (stereo not given)	102	111	103	105	105	109	94	118	110
20	CCC1(C)C(=O)N(Br)C(=O)N1Br (stereo not given)	105	112	103	92	104	112	97	103	100
21	C[C@]12CC[C@H]3[C@@H](CCC4=CC(=O)CC[C@@]43C)[C@@H]1CC[C@@H]2COS(=O)(=O)c1ccc(Br)cc1	84	94	59	93	79	100	51	85	108
22	CC(=O)C(CCC(=O)O)(CCC(=O)O)c1ccccc1	105	107	105	104	99	108	96	104	107
23	Clc1nc(OCc2cn(Cc3ccccc3)nn2)nc(N2CCCC2)n1	98	121	97	100	95	107	99	107	102
24	CC(=O)/C=C/c1cccc2c1C(=O)NC(C)(c1cc3cc(Br)ccc3oc1=O)N2 (stereo not given)	25	31	27	39	19	19	22	28	53
25	COc1cccc(COc2ccc(Nc3ncnc4onc(-c5ccccc5)c34)cc2)c1	99	96	83	93	97	98	91	107	·
26	[2H]c1c([2H])c(-n2cc3cccc(C(N)=O)c3n2)c([2H])c([2H])c1C1C([2H])NC([2H])C([2H])C1[2H] (stereo not given)	86	94	103	88	86	97	86	104	100
27	Oc1cccc(-c2nc3sccn3c2-c2ccccc2)c1	100	102	93	101	95	94	85	106	105
28	CCC(SCC(N)=O)(C(N)=O)c1ccccc1 (stereo not given)	116	105	109	97	89	106	92	102	106
29	COc1cc2ncnc(Nc3ccc(C(=O)/C=C/c4ccc(Cl)c(F)c4)cc3)c2cc1OC	106	105	106	97	100	111	96	110	100
30	N#CC1=C(c2ccc(Cl)cc2)Nc2c(c(-c3ccccc3)nn2-c2ccccc2)[C@@]12C(=O)Nc1ccccc12	93	108	85	83	77	91	45	96	84
31	CC(=O)N(O)CCCCCNC(=O)CCC(=O)N(O)CCCCCNC(=O)CCC(=O)N(O)CCCCCN	43	65	47	41	38	54	61	64	57
32	O=C(c1cccc(C(F)(F)F)c1)c1cnccc1NC1CCCCCC1	81	92	37	77	76	104	72	82	·
33	COc1ccc(-c2cc(-c3nnc(SC/C(=N/O)c4ccccc4)o3)c3ccccc3n2)cc1OC	86	101	95	91	89	107	58	101	88
34	CCCCCC(=O)c1ccccc1	105	96	·	105	104	122	84	·	110
35	CCOC(=O)NC1CC2CCC1C2 (stereo not given)	100	101	106	114	103	108	92	113	93
36	CCOc1cccc(/C=N/NC(=O)Cc2ccc(Nc3ccnc(C(F)(F)F)c3)cc2)c1O	17	20	22	48	21	33	50	40	20
37	CCCCNc1ccc(C(=O)NN)cc1	100	96	111	94	97	115	92	109	94
38	C=C(C)C12C=C(C)C[C@@](C)(CC3[C@@]4(C)CC[C@H](O)C(C)(C)C4CC[C@]31C)C2=O (stereo not given in full)	91	88	101	83	94	106	70	107	106
39	CCN(CC)CCCN(C(=O)C(c1ccccc1)c1ccccc1)c1ccc(OC)cc1	101	87	91	85	90	107	76	92	78
40	O=S(=O)(NCCCNc1nccc(-c2cn(-c3ccccc3)nc2-c2ccc(Cl)c(O)c2)n1)c1ccc(O)cc1	96	119	107	97	94	106	·	95	92
41	Cl.Fc1c[c-]c(-c2ccccn2)c(F)c1.[Pt].c1ccc(P(c2ccccc2)C([PH+](c2ccccc2)c2ccccc2)[PH+](c2ccccc2)c2ccccc2)cc1	16	22	17	5.1*	16	26	7.5*	11	·
42	COC(=O)CCCc1ccc(CCCC(=O)OC)cc1	101	109	121	99	98	106	99	102	104
43	O=C1N=C2SC=C(c3ccc(Cl)cc3)N2C1CCN1CCOCC1 (stereo not given)	94	97	80	78	85	100	90	101	107
44	CN(Cc1cnc2nc(N)nc(N)c2n1)c1ccc(C(=O)N[C@@H](CCC(=O)O)c2nn[nH]n2)cc1	103	105	116	104	97	100	48	109	105
45	CCSc1ccccc1	102	107	97	96	97	110	97	116	109
46	CN(C)CCOC(=O)C(C)(C)C	100	103	111	108	102	122	94	111	112
47	COc1ccc(C(=O)COc2cccc(/C=C3\COc4ccc5ccccc5c4C3=O)c2)cc1	37	98	28	107	68	·	48	64	96
48	C1CNCCNC1	101	108	110	77	·	108	99	106	110
49	O=c1[nH]c(-c2ccccc2)nc2sc3cc(O)ccc3c12	100	115	80	95	84	84	77	93	98
50	O=C1C=C(N2CCOCC2)c2cccc3cccc1c23	95	100	96	91	96	137	134	119	111
51	C#C[C@]1(O)CC[C@H]2[C@@H]3CC=C4c5sc(C6CCOCC6)nc5CC[C@]4(C)[C@H]3CC[C@@]21C	84	89	90	38	58	98	63	94	104
52	OCCN(CCc1ccccc1)CCc1ccccc1	104	97	107	106	108	103	106	101	106
53	Cc1cc(NS(=O)(=O)c2ccc(Nc3ccnc(SCC(=O)c4ccc(F)cc4)n3)cc2)no1	98	107	101	106	101	109	106	105	98
54	CCOC(=O)c1c2c(cn1Cc1ccc(OC)c(OC)c1)-c1oncc1CC2	97	95	107	100	94	109	97	109	116
55	CO/N=C(/C(=O)N[C@@H]1C(=O)N2C(C(=O)OCSC(=O)c3ccco3)=CCS[C@H]12)c1csc(N)n1	101	90	104	·	99	106	94	113	107
56	N#Cc1c(-c2ccc(Br)cc2)nc2n[nH]c(-c3ccc(Br)cc3)c2c1-c1ccc(C(F)(F)F)cc1	40	48	12	1.6*	21	26	15	11	22
57	Nc1c2c(c(O)c3c1=C(CO)C=N3)=NCCS2=O (stereo not given)	-19*	-62*	-97*	-96*	-90*	-95*	8.0*	-52*	77
58	CCCCC(C=O)(CC)CCC#N (stereo not given)	108	112	103	103	100	97	89	105	97
59	COc1ccc(/C=N/NC2=NC3C(S2)N(C)C(=O)N3C)cc1 (stereo not given)	36	50	76	11	27	25	32	-17*	28
60	CCOC(=O)c1c(C)c2c(n1Cc1ccccc1)CSc1cc(C(=O)c3ccccc3)c(=O)[nH]c1-2	91[100 µM]	102[100 µM]	84[100 µM]	68[100 µM]	89[100 µM]	99[100 µM]	60[100 µM]	82[100 µM]	88[100 µM]

The listing continues:
#	Compound	OVCAR-8	OVCAR-5	OVCAR-4	SF-295	U251	DU-145	PC-3	OVCAR-3	SK-OV-3
61	Oc1c(C=C2N=c3ccccc3=N2)sc(=S)n1N1CCOCC1	96	93	113	90	90	104	86	104	89
62	COc1ccc(-c2nc3sccn3c2-c2nc3ccc(Cl)cc3[nH]2)cc1	95	106	83	98	96	101	90	103	103
63	Cc1ccc(-n2nc(C(N)=O)c(N3CCCC3)n2)cc1	107	94	92	93	93	92	102	100	103
64	O=C(c1cccc(Cl)c1Cl)N1CCN(c2ccnc3cc(Cl)ccc23)CC1	79	84	66	86	78	103	64	100	86
65	O=[N+]([O-])c1cc(F)ccc1O	116	90	107	104	109	109	85	111	113
66	O=C(Nc1cnc2ccccc2c1)c1cc(C(=O)c2ccc(Br)cc2)n2ccccc12	84	110	106	93	97	97	70	103	102
67	CCc1c(C(=O)NC2c3cc(Cl)ccc3CCC2O)[nH]c(C)c1C(C)=O (stereo not given)	42	70	103	49	40	70	50	65	70
68	NC(=O)c1cccc([C@@H]2O[C@H](CO)[C@@H](O)[C@H]2O)c1	9.8*	102	-21*	66	41	67	48	71	29
69	C1=C\c2ccc(c(-c3nnc(Nc4cccnc4)o3)c2)/C=C\c2ccc/1cc2	96	102	95	94	90	101	93	105	122
70	NC(N)=NC(=S)Nc1ccc(Cl)cc1	103	101	88	98	102	114	89	115	101
71	COc1cc(C2C3=C(COC3=O)N(CCO)c3cc4c(cc32)CCC4)cc(OC)c1O (stereo not given)	23	57	38	-2.3*	15	-26*	32	-35*	38
72	CCOC(=O)c1ccc(OCc2cn(Cc3c(C)c(Cn4cc(COc5ccc(C(=O)OCC)cc5)nn4)c(C)c(Cn4cc(COc5ccc(C(=O)OCC)cc5)nn4)c3C)nn2)cc1	83	100	70	101	96	90	91	101	·
73	CCn1c(SC)nnc1-c1cc2c([nH]c3ccccc32)c(-c2cccc(O)c2)n1	25	49	13	-20*	16	28	25	-7.3*	28
74	CCOc1ccc(-c2ccccc2)cc1	99	98	90	125	101	86	98	115	113
75	COc1ccc(-n2nc3c(c2-c2ccc(OC)c(OC)c2)-c2oncc2CC3)cc1	85	100	86	84	85	·	88	76	106
76	CCN(CC)CCCNc1c2c(nc3c(Cl)cccc13)CCCC2	104	92	105	96	102	99	101	96	107
77	O=C(O)c1cc(O)c(O)c(O)c1	116	107&110	110	109&113	116&120	117	90&91	114&115	104&109
78	CN(C)c1cccc2c(S(=O)(=O)Nc3cccc(-c4csc(NC(=O)CCCCCN5CCN(c6cccc7c6C(=O)N(C6CCC(=O)NC6=O)C7=O)CC5)n4)c3)cccc12 (stereo not given)	113	117	99	105	109	114	87	107	127
79	COC(=O)[C@@H](Cc1ccc(O)cc1)n1cc(COC(=O)c2cccc3c(=O)c4ccccc4[nH]c23)nn1	96	91	98	92	103	106	96	99	92
80	CC(=O)c1cc(C(=O)N2c3ccccc3Sc3ccccc32)c2c(C)cccn12	107	95	93	88	97	108	81	110	98
81	CCCC(C(=O)OCCN1CCCC12CCCCC2)C1CCCC1 (stereo not given)	101	90	85	98	88	101	98	106	72
82	CCCCCCCCCCCCCCCCO	99	103	112	93	99	106	97	106	105
83	Cc1ccc(N2C(=O)CC(Sc3ccccc3N)C2=O)cc1Cl (stereo not given)	101	100	98	101	104	108	91	99	96
84	N#Cc1c(-c2ccc(Cl)cc2)nc(SCCCCC(=O)NO)[nH]c1=O	99	89	117	121	106	107	105	101	95

Twelve of the compounds above, with two lines to a compound:
Every second line gives: OVCAR-8	OVCAR-5	OVCAR-4	SF-295	U251	DU-145	PC-3	OVCAR-3	SK-OV-3
#70 NC(N)=NC(=S)Nc1ccc(Cl)cc1
    103	101	88	98	102	114	89	115	101
#71 COc1cc(C2C3=C(COC3=O)N(CCO)c3cc4c(cc32)CCC4)cc(OC)c1O (stereo not given)
    23	57	38	-2.3*	15	-26*	32	-35*	38
#72 CCOC(=O)c1ccc(OCc2cn(Cc3c(C)c(Cn4cc(COc5ccc(C(=O)OCC)cc5)nn4)c(C)c(Cn4cc(COc5ccc(C(=O)OCC)cc5)nn4)c3C)nn2)cc1
    83	100	70	101	96	90	91	101	·
#73 CCn1c(SC)nnc1-c1cc2c([nH]c3ccccc32)c(-c2cccc(O)c2)n1
    25	49	13	-20*	16	28	25	-7.3*	28
#74 CCOc1ccc(-c2ccccc2)cc1
    99	98	90	125	101	86	98	115	113
#75 COc1ccc(-n2nc3c(c2-c2ccc(OC)c(OC)c2)-c2oncc2CC3)cc1
    85	100	86	84	85	·	88	76	106
#76 CCN(CC)CCCNc1c2c(nc3c(Cl)cccc13)CCCC2
    104	92	105	96	102	99	101	96	107
#77 O=C(O)c1cc(O)c(O)c(O)c1
    116	107&110	110	109&113	116&120	117	90&91	114&115	104&109
#78 CN(C)c1cccc2c(S(=O)(=O)Nc3cccc(-c4csc(NC(=O)CCCCCN5CCN(c6cccc7c6C(=O)N(C6CCC(=O)NC6=O)C7=O)CC5)n4)c3)cccc12 (stereo not given)
    113	117	99	105	109	114	87	107	127
#79 COC(=O)[C@@H](Cc1ccc(O)cc1)n1cc(COC(=O)c2cccc3c(=O)c4ccccc4[nH]c23)nn1
    96	91	98	92	103	106	96	99	92
#80 CC(=O)c1cc(C(=O)N2c3ccccc3Sc3ccccc32)c2c(C)cccn12
    107	95	93	88	97	108	81	110	98
#81 CCCC(C(=O)OCCN1CCCC12CCCCC2)C1CCCC1 (stereo not given)
    101	90	85	98	88	101	98	106	72
